HTR2A ag – mouse Htr2a agonists via beta-arrestin recruitment, primary screen, cell-based, luminescence | CHO-K1 mHTR2A beta-arrestin complementation; percent of 30 µM serotonin response | activation, % at 7.6 µM | hit rate 0.66% among 360,000;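 active = activation above a run cutoff, the mean activation of all tested compounds plus 3 SD, cut at about 14% in these data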;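 note: 0% = plate median of compound wells and 100% = 30 µM serotonin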
ABCB6 inh MLPCN – ABCB6 transporter inhibitors, primary screen, K562-ABCB6 cells, flow cytometry, MLPCN library | ATP-binding cassette sub-family B member 6 (Homo sapiens), Q9NP58 | K562-ABCB6 porphyrin accumulation, 1 h; hits give low values | fluorescence ratio to DMSO, % at 10 µM | hit rate 0.19% among 360,000;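 active = fluorescence ratio to DMSO below 75%, the collection mean minus 3 SD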;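 note: signal is porphyrin accumulated inside mitochondria; 100% equals median channel fluorescence of DMSO control wells; lower ratio means ABCB6 inhibition with less porphyrin fluorescence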
Target sequence (Q9NP58 whole entry, looked up): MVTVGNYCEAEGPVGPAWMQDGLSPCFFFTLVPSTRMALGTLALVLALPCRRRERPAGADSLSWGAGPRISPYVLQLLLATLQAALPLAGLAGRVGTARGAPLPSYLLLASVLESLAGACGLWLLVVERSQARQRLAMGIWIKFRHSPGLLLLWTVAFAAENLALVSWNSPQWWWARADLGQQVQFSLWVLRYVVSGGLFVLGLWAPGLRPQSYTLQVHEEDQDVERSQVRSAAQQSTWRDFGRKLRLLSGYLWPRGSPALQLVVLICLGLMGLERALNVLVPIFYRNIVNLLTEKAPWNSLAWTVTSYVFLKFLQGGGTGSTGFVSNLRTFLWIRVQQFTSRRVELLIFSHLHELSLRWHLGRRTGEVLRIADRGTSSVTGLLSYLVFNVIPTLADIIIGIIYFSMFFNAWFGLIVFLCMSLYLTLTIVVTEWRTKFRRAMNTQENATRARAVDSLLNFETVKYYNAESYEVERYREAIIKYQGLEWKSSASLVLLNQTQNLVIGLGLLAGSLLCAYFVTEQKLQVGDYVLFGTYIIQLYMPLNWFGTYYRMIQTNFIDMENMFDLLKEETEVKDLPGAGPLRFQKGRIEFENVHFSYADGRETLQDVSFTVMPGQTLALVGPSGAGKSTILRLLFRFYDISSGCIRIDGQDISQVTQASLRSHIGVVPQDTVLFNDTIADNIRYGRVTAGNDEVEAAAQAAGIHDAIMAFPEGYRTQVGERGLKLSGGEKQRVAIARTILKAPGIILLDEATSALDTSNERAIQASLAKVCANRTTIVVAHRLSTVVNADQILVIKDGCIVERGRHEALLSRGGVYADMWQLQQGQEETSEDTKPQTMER
CaV13 ICDI inh – Disruptors of the CACNA1D IQ motif to Ca2+-dependent inactivation inhibitor domain association, primary screening, Förster resonance energy transfer in intact living …; HEK cells, CFP/YFP FRET ICDI-IQ, plate reader, 10 min; percent FRET-ratio fall versus neutral wells; inhibition, % at 12.3 µM; hit rate 0.098% among 340,000; AID 743397;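 active = mean replicate inhibition of at least 30% and at least 1% of replicates passing that level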;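 note: 0% = median of the neutral control wells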
Glyco luc inh – increase of ERlucT glycosylation luciferase signal, primary screen, N-linked glycosylation inhibitor project, D54 ERlucT cells, luminescence, set 2. reporter increase, % at 12.5 µM. hit rate 0.23% among 360,000. D54 ERlucT glycosylation luciferase reporter, 24 h; percent of 100 nM tunicamycin response;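 active = mean luciferase reporter signal, scaled so untreated is 0 and the glycosylation-blocking control 100, at or above a set limit in every replicate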;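 note: luciferase carries N-glycosylation sites so blocking glycosylation raises the light; 0% = median of neutral control wells and 100% = median of 100 nM tunicamycin wells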
Vif inh – HIV Vif self-association inhibitors, primary screen, imaging, HEK293T, single point | AID 602346, 2012 | inhibition, % at 7.49 µM | HEK293T cells, Vif self-association by quenched fluorescence, 24 h | hit rate 0.35% among 340,000; in the data active = inhibition above about 50%, passing the limit was not always enough; note: some results filed as inactive read as strong as hits
aDG glyco up – activators of alpha-DG glycosylation, primary screen, uHTS, Pro5-aDG cells, AlphaScreen. alpha-DG glycosylation AlphaScreen (IIH6); 0% Pro5, 100% B10-LARGE cell signal. activation, % at 10 µM. hit rate 0.22% among 360,000;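 active = activation of at least 8% versus controls, or a plate z-score of at least 8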;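 note: Pro5 are CHO cells carrying HIG-tagged alpha-DG that lacks glycosylation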
H9c2 protect – cardioprotection against H2O2-induced cell death, primary screen, uHTS, H9c2 cells, ATPLite luminescence; H9c2 cardiomyocytes, H2O2 injury protection, 2 h; protection from H2O2 cell death, % at 20 µM; hit rate 0.63% among 360,000; AID 588492, 2011;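 active = compounds giving at least 50% protection of heart cells from peroxide-induced death in the single-dose screen, raw or plate-pattern-corrected value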;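 note: 0% = DMSO wells with peroxide and 100% = DMSO wells without peroxide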
MC4R antag cAMP – MC4R antagonists of cAMP signaling, primary screen, cell-based, TR-FRET, antagonist arm of biased-ligand search. Melanocortin receptor 4 (Homo sapiens), P32245. MC4R-expressing cells, MTII-stimulated cAMP, LANCE TR-FRET. inhibition, % at 6.5 µM. hit rate 0.48% among 360,000. AID 540295, 2011;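 active = inhibition above its plate's cutoff, the mean of tested wells on that plate plus 3 SD, cut at about 29% in these data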;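 note: 0% = Melanotan II alone and 100% = Melanotan II plus saturating MCL0020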
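material = U2OS cells stably expressing human melanocortin 4 receptor (MC4R) | also added = Melanotan II challenge | dosing = single nominal compound dose of 6.5 µM | detection = TR-FRET with Eu-cAMP and labeled anti-cAMP, 671 nm | replication = singlicate | timing = compound 30 min, challenge 1 h, detection 1 h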
MC4R ag barr – MC4R agonists recruiting beta-arrestin, primary screen, cell-based, luminescence, agonist arm of biased-ligand search. Melanocortin receptor 4 (Homo sapiens), P32245. U2OS MC4R beta-arrestin complementation; percent of melanotan II response, DMSO zero. activation, % at 8.9 µM. hit rate 0.98% among 360,000;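 active = activation above a per-plate cutoff, the mean activation of sample wells on that plate plus 3 SD, cut at about 8% in these data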
PDI inh – inhibitors of human PDI, primary screen, biochemical, turbidity, single point, plate reader. AID 588391, 2011. PDI insulin aggregation turbidity, A650, 90 min. Protein disulfide-isomerase (Homo sapiens), P07237. hit rate 0.052% among 350,000. inhibition, % at 10 µM;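 active = mean inhibition across replicates of 30% or more, whatever share of single replicates reach that level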;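 note: absorbance from insulin aggregation driven by PDI reduction with DTT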
* marks the source's active call; other numbers are inactive results; x = no result given.

SMILES	HTR2A ag	ABCB6 inh MLPCN	CaV13 ICDI inh	Glyco luc inh	Vif inh	aDG glyco up	H9c2 protect	MC4R antag cAMP	MC4R ag barr	PDI inh
O=C(NCCNC(=O)c1ccco1)c1ccc(Cl)c(Cl)c1	-2	107	-2	2	-6	0.1	-4	9	0.1	-1
CCC1CCCCN1CCCNC(=O)c1cc2c(Cl)nc3ccccc3c2s1 (configuration not stated)	-5	102	4	4	1	2.1	-14	-9	0.7	0
COc1ccc(F)cc1S(=O)(=O)N1CCN(Cc2ccc3c(c2)OCO3)CC1	-5	96	-6	-2	6	0.5	-9	9	-1.6	-13
CCN(CC)c1ccc(CNc2ccc(Br)cn2)cc1	-5	100	-1	0	x	-0.3	-11	8	-0.6	-6
COc1cc(C(=O)Cc2nc3ccccc3n2C)cc(OC)c1OC	-4	96	-9	1	2	0.0	-1	1	3.0	-2
CCc1noc(C)c1C(=O)OCC(=O)Nc1c(F)cccc1F	3	100	-4	0	4	0.1	-2	7	-0.1	2
COc1ccc(C2C(C(=O)N3CCN(c4ccccn4)CC3)CC(=O)N2c2ccc(OC)cc2)cc1 (configuration not stated)	4	97	x	-2	-2	-0.6	21	-1	1.4	2
CCCCCCCn1c(=N)n(CC(=O)c2ccco2)c2ccccc21	-1	95	-6	-8	1	4.7	-25	6	0.6	-1
CNc1ccccc(C(=O)/C=C/c2ccccc2OC)c1=O	1	115	-8	-2	0	-0.1	51*	1	-2.1	10
Cc1cc2c(cc1C)N(Cc1ccc(Cl)cc1)C1=NCCCN12	-3	94	-4	5	3	0.3	-2	-2	1.5	11
Cc1ccc2c(c1)c1c(c(=O)n(-c3ccccc3)c(=O)n1CC(=O)NCC1CCCO1)n2C (configuration not stated)	6	93	-13	-4	-3	0.2	0	13	-3.6	-11
OCCNc1ncnc2c1ncn2[C@H]1CN(Cc2cccs2)C[C@@H](CO)O1	10	101	-10	2	12	0.1	6	11	-1.1	6
CC1=C(C(=O)NC2CCCc3c2cnn3-c2cc(F)cc(F)c2)OCCO1 (configuration not stated)	6	100	x	1	-3	0.0	-1	6	-3.5	-1
Cc1cccc(NC(=O)C(=O)NNC(=O)c2ccc(C(C)(C)C)cc2)c1	-11	103	-4	-1	-7	-0.1	9	-8	-0.2	1
N#CC1=C(N)Oc2n[nH]c(-c3ccccc3)c2C1c1cccnc1 (configuration not stated)	-3	96	x	-1	x	-0.1	12	-14	-0.8	3
CC(C)c1ccc(NC(=O)Nc2nc(C(N)C3CCCCC3)cs2)cc1 (configuration not stated)	1	97	-1	-13	-5	-0.7	-28	14	-1.8	12
Cc1cccc(/N=C/c2c(O)[nH]c3ccccc23)n1	-4	96	x	2	-5	-0.1	-11	1	0.1	-4
Cc1nn(C)c(Oc2ccc(Cl)cc2)c1C=O	-4	100	-5	0	4	0.1	-2	-1	-0.7	-8
CC(C)(C)c1ccc(C(=O)N2CCC2(C)C(=O)NCC(F)(F)F)cc1 (configuration not stated)	1	96	-5	1	8	0.1	-2	6	-0.4	2
CN1C(=O)NC(c2ccc(O)cc2)C2=C1CN(c1ccc(O)cc1)C2=O (configuration not stated)	20*	98	-13	2	0	-0.1	-7	1	-1.9	7
CCOC(=O)C1=CCC(c2cccs2)N(S(=O)(=O)c2ccc(C)cc2)C1 (configuration not stated)	-8	96	-6	1	x	0.0	-6	x	x	x
CSc1n[nH]c(-c2sccc2OCc2ccc(C)cc2)n1	-6	92	-4	1	-19	1.0	1	-4	-2.0	0
CC(=O)Nc1cccc(S(N)(=O)=O)c1C	-5	105	-3	1	15	0.0	5	3	3.8	0
CCOc1ccc(CNC(=O)C2CCN(c3nnc(C)c4c(C)n(-c5ccc(C)cc5)nc34)CC2)cc1	-9	107	-16	-18	-7	2.1	-20	-3	8.2	-2
C=CCn1c(SCC(=O)NC2CCS(=O)(=O)C2)nnc1-c1cc2c(s1)CCC(CC)C2 (configuration not stated)	1	100	-5	-4	x	0.4	-19	8	-2.8	3
CC(C)(C)c1ccc(C(=O)NNC(=O)Cc2ccccc2)cc1	-2	98	-9	6	-2	-0.1	5	10	-0.8	3
Cc1ccc(NS(=O)(=O)c2cccc(C(=O)NCC(c3cccs3)N(C)C)c2)cc1 (configuration not stated)	-3	106	1	0	-3	0.7	5	-1	-1.2	-3
O=S(=O)(/N=C(/c1ccccc1)N1CCCCCC1)c1ccccc1	0	101	-2	4	8	0.5	-5	15	-3.0	-8
CSCCC(NC(=O)c1ccccc1)C(=O)N1CCN(C(C)=O)CC1 (configuration not stated)	7	94	-5	2	12	0.1	6	2	-1.4	3
CN1CCN(CCCNC(=O)c2cc3c(-c4ccc(Cl)cc4)nn(C)c3s2)CC1	-1	97	4	3	13	0.3	4	6	1.2	1
O=C(NC1CCN(S(=O)(=O)c2ccc(F)cc2)CC1)C1CCCCC1	5	96	-3	-1	27	0.0	-1	9	-0.5	6
CCS(=O)(=O)N1Cc2cc(C(=O)N(C)C)nc(-c3cccc(-c4ccc(F)cc4)c3)c2[C@@H]1CCO	2	95	-7	x	x	-0.2	x	x	x	x
CC(=O)C1=C(O)C(=O)OC1c1ccc(Cl)cc1 (configuration not stated)	16*	98	-16	1	1	0.0	7	16	1.2	1
COc1cc(C(=O)c2c(C)c(CCC#N)n3ccccc23)cc(OC)c1OC	-2	103	-5	3	1	-0.2	3	6	-3.0	9
Cc1nc([N+](=O)[O-])c(C(=O)OCc2ccccc2F)n1C	0	102	2	-1	-7	-0.2	6	11	-2.3	6
COc1ccc(CNC(=O)c2ccc(Br)o2)cc1	-6	98	-4	-2	27	-0.1	-2	-6	0.4	2
CC(=O)c1cccc(NC(=O)CCC(=O)Oc2ccc(C)cc2)c1	-1	93	-19	1	-14	0.0	3	9	-1.1	-11
COc1ccc(C(=O)N2CCC3(CC2)NCCc2[nH]cnc23)cc1	8	102	-7	0	-8	-0.2	-2	3	-0.8	-1
CCCCN(C)CCNC(=O)CCn1nc(-c2ccc(Cl)cc2)ccc1=O	-2	148	-4	-1	x	-0.1	4	4	-2.6	9
Cc1ccc(N(CC(=O)NC2CCCCC2)C(=O)CNC(=O)c2ccco2)c(C)c1	-1	96	-3	2	-8	-0.2	6	9	-0.2	-5
COc1ccc(CN(C)C(=O)C23CC4CC(CC(C4)C2)C3)c(OC)c1	8	91	-4	-1	4	0.0	-11	2	5.8	-4
COc1ccc(Br)c(Cn2c(C)c(C(=O)NCCC#N)sc2=O)c1	1	97	-1	-6	-6	0.1	4	1	-0.6	-12
O=C(CCN1C(=O)/C(=C/c2ccc(F)cc2)SC1=S)Nc1cccnc1	0	98	-5	-1	-6	-0.1	-4	5	0.5	-5
Cc1cccc(C)c1NC(=O)CNC(=O)C1CCCC1	4	100	-3	-2	10	0.1	0	-3	-0.7	0
COc1ccc2c(c1)CC/C(=C/c1cc(OC)c(OC)c(OC)c1)C2=O	0	98	-10	2	10	0.2	-2	5	-0.4	2
COc1ccc(CNC(=O)c2c(C)nc3ccccn23)cc1	2	94	-3	-2	2	1.3	-7	-6	-1.3	-1
COCCOC(=O)c1c(N)n(CCCN2CCOCC2)c2nc3ccccc3nc12	3	101	-3	4	-4	0.0	-2	11	-0.8	3
Cc1cccc2sc(NS(=O)(=O)c3ccccc3)nc12	1	98	-5	-1	-9	-0.2	-1	7	-1.8	21
Cc1ccc(CN2CCN(Cc3nc4c(s3)CCCC4)CC2CCO)cc1 (configuration not stated)	1	100	-4	-1	-1	0.6	-12	7	-1.2	3
Cc1cc(S(=O)(=O)N2CCCC2)ccc1OCC(=O)N1CCOCC1	2	99	-4	0	-3	-0.2	0	4	0.8	-6
CCN=C1S/C(=C\c2sccc2C)C(=O)N1CC	-3	107	1	-3	1	0.0	-9	-7	-0.7	6
COc1cc(N)c(Cl)cc1C(=O)OCC(=O)c1ccc2c(c1)NC(=O)CO2	1	98	-6	-3	2	-0.1	21	2	-0.1	1
COc1cc(OC)c(C(=O)Nc2cc(S(=O)(=O)N3CCOCC3)ccc2N2CCN(C)CC2)cc1OC	4	104	-2	-1	17	-0.3	-3	4	1.0	2
COc1ccc(-n2c(SCC(=O)Nc3cc(C)on3)nc3ccc(O)cc3c2=O)cc1OC	4	97	-4	-1	7	0.0	-2	12	-1.3	2

Compounds were not picked by outcome. About 3.6% of those tested had a hit in this group.
